Compound activity as filed in PubChem.
NPSR antag: blocks cAMP signaling of the human neuropeptide S receptor; Q6W5P4; 220,000 compounds, 1% hits; AID 1461; CHO-NPSR cells, cAMP TR-FRET, antagonist mode; Potency, µM (top dose mostly 38.3 µM), for inactives: at the highest dose activity change, negative = inhibition, most hits filed as inhibitors; also: potency is read from the fitted curve at half-maximal effect; % is scaled to controls: 0 for no effect and ±100 for the full control effect; nearly all actives have a fitted effect of over 50% in size; many of its hits are not listed in these tables
Target sequence (Q6W5P4 whole entry, looked up): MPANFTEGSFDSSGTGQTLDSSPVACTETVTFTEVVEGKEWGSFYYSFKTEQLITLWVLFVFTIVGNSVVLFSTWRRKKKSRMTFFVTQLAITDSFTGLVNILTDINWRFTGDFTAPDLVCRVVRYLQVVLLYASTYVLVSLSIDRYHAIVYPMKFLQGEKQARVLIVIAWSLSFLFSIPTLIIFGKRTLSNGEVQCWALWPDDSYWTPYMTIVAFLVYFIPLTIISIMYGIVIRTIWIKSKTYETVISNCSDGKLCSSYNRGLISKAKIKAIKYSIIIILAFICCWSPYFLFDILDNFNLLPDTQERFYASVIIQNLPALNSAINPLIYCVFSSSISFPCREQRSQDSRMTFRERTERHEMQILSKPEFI
CBFb RUNX1 block: blocks binding between human CBF-beta and RUNX1; Q01196+Q13951; AlphaScreen CBFb-His/RUNX1-biotin binding, biochemical; Potency, µM (series often up to 59.8 µM), inactives show at the highest dose activity, negative = inhibition, actives largely listed as inhibitors; 230,000 tested, under 10 active; also: % of control where 0% means no effect
Target sequence (Q01196 whole entry, looked up): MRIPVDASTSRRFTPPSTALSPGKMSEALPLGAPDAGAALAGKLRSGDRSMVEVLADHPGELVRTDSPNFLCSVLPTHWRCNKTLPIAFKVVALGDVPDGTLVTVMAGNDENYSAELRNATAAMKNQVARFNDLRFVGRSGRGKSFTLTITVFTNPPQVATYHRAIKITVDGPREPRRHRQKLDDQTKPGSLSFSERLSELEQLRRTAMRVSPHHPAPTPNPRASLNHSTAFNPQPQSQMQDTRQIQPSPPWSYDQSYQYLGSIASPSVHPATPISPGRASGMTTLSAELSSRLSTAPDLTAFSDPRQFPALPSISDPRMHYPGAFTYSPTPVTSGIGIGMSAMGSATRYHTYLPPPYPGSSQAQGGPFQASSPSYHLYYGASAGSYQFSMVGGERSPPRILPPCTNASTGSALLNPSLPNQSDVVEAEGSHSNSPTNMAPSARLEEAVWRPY
Target sequence (Q13951 whole entry, looked up): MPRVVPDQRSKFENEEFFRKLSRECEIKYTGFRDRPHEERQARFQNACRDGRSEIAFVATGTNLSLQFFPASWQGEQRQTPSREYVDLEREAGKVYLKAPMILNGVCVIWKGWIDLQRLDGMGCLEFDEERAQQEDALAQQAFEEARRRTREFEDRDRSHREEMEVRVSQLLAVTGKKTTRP
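Read-out: AlphaScreen. Format: His-CBF-beta with biotinylated RUNX1 (30 nM each) preincubated 20 min, compound 15 min, Ni-chelate plus streptavidin beads 90 min; room temperature throughout.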
LMNA splice mod: LMNA splicing modulation | HeLa LMNA splicing GFP/RFP minigene ratio, 48 h | Potency, µM (titrated, usually from 46.1 µM), inactives show at the highest dose ratio change, negative = inhibition, most hits filed as inhibitors | 200,000 compounds, 0.01% hits; active = well fitted inhibition curve with a large enough effect in the signal ratio, with a control signal flat, not every such curve was filed as active; inconclusive = small, poorly fitted or top-dose-only effect, or effect the other way, or a change in a side signal; the % refers to the signal ratio; also: potency is read from the fitted curve at half-maximal effect; % is scaled to controls: 0 for no effect and ±100 for the full control effect
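S3 HeLa cells stably expressing lamin A-EGFP splicing minigene plus DsRed2, 600 cells/well, 48 h compound exposure at 37C. Laser-scanning cytometry; analysed as GFP (500-530 nm)/RFP (575-640 nm) total intensity ratio; 0.5% DMSO vehicle.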
HTT aggregate: inhibitors of mutant huntingtin aggregate formation in PC12 cells | PC12 HttQ103-GFP aggregates, Acumen cytometry, 40 h | Potency, µM (series often up to 46.1 µM), for the others: top-dose activity change, negative = inhibition, hits mostly inhibitors | 220,000 compounds, 1.1% hits | AID 1688; also: potency is read from the fitted curve at half-maximal effect; % is scaled to controls: 0 for no effect and ±100 for the full control effect; nearly all actives have a fitted effect of over 60% in size
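Aggregate formation scored by laser-scanning cytometer (488 excitation, 500–530 emission) in lysed PC12 cells expressing Q103-GFP after 100 nM tebufenozide induction; library tested in dose series, with ATPLite reagent added in the multiplex.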
Epigenetic derep: regulators of epigenetic silencing causing reporter derepression in mouse cells. murine LDR cells, GFP reporter derepression, 30 h. Potency, µM (highest dose often 53.9 µM), inactives show at the top dose GFP activation, usual class: activators. 280,000 compounds, 0.2% hits. AID 1865; also: potency is read from the fitted curve at half-maximal effect; % of control where 0% means no effect; nearly all actives have a fitted effect of over 60% in size
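GFP-positive cell count by laser-scanning cytometry (objects 20–120 um) after 30 h, 37 C compound exposure of murine LDR cells; reporter is CMV-GFP integrated at a silenced locus, inducible by HDAC or DNMT inhibitors.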
IMPase Li cell: cell-permeable IMPase inhibitors with lithium potentiation; Potency, µM (series often up to 59.4 µM), without a hit: at the highest dose activity, negative = IMPase inhibition, hits mostly inhibitors; AID 1457; CHO-M1 cells, IP1 TR-FRET (IP-One), carbachol + lithium; 210,000 compounds, 0.35% hits;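 also: IP1 builds up when IMPase is blocked and the TR-FRET signal falls; potency is read from the fitted curve at half-maximal effect; plate controls were basal vehicle for no effect and high inhibitor control for full effect; nearly all actives have a fitted effect of over 50% in size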
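Concentration–response in CHO-M1 cells, lithium-potentiated; 30 min at 37C. IP1 detected by competitive TR-FRET after 10 min lysis at RT. Hill-fitted AC50.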
Luc counter: blocks Kinase-Glo luciferase, a counter-screen artifact; Q27757; Kinase-Glo luciferase, ATP luminescence, 8 min; Potency, µM (titrated, usually from 38.3 µM), inactives show at the highest dose activity change, negative = inhibition, usual class: inhibitors; 200,000 compounds, 0.28% hits; AID 1379; also: potency is read from the fitted curve at half-maximal effect; % is scaled to controls: 0 for no effect and ±100 for the full control effect; nearly all actives have a fitted effect of over 60% in size
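Kinase-Glo luciferase light output from ATP and luciferin was measured with 10 uM ATP, within the enzyme's linear range. Buffer: 50 mM imidazole pH 7.2, 50 mM KCl, 7 mM MgCl2, 0.01% Tween 20, 0.05% BSA; luminescence read after 8 min at ambient temperature.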
An asterisk follows results filed as active; u = inconclusive; x = not tested or not shown; & = joins results of further samples; [ ] = another dose, or the depositor's remark. Unless noted, calls follow the shape of the dose curve; as a rule, active = well fitted curve in the direction sought with a large enough effect; inconclusive = small, poorly fitted or top-dose-only effect, or another doubt; inactive = no such curve, though single readings can be large; an effect the other way counts as inactive or inconclusive. An excerpt. The share of hits here may be higher or lower than overall.

SMILES | NPSR antag | CBFb RUNX1 block | LMNA splice mod | HTT aggregate | Epigenetic derep | IMPase Li cell | Luc counter
COC(=O)c1c(C(=O)OC)c(-c2cccc(C)c2)n2c1CS(=O)(=O)C2 | -11.3%[46.1 µM] | -3.5% | 0.5% | 4.7%[9.22 µM] | -3.3% | 1.6%[38.3 µM] | 7.4%
COC(=O)C1=C(C)N(c2cccc(Cl)c2)C(=O)C1 | -3.4%[46.1 µM] | 0.3% | 5.6% | 7.4% | 0.9% | 20.5%[38.3 µM] | -1.5%
Cc1cccc(OCc2nc(-c3ccccn3)n[nH]2)c1 | -6.0%[46.1 µM] | -1.9% | u | u | u | -14.3%[38.3 µM] | 8.7%
Cn1c(SCc2cccc3ccccc23)nnc1-c1ccco1 | -23.2%[46.1 µM] | 5.6% | -3.8% | -9.2% | 0.0% | 21.4%[38.3 µM] | -3.1%
CN(C)CCNc1nc(-c2ccccc2)c2c(c1C#N)CC(C)(C)OC2 | 3.5%[46.1 µM] | 1.1% | -2.8% | 4.0% | -3.1% | -0.1%[38.3 µM] | -3.8%
CCOc1ccc(OCC)c(NC(=O)CCS(=O)(=O)c2ccc(Br)s2)c1 | -21.4%[46.1 µM] | -9.6% | 0.3% | 16.7% | -4.4% | 33.4%[activator][38.3 µM] | -5.7%
CCOC(=O)C1=C(c2ccc(OC)cc2)C(=O)c2ccccc2C1=O | u | 27.7% | u | 11.2µM* | 1.0% | 20.5% | 1.0%
COc1cc(S(=O)(=O)Nc2ccc(C)cc2)ccc1N=Cc1c(C)c(C#N)c(=O)n(C)c1O | u | -3.6% | u | u | u | -2.8% | -0.3%
Cc1cc(C)n2cc(CSc3nnnn3-c3ccccc3C)nc2n1 | -3.3%[7.67 µM] | 3.4% | -0.8% | 6.8% | 2.0% | -1.3%[38.3 µM] | -3.0%
NC(=O)C1(N2CCCCC2)CCN(C(=S)Nc2cc(F)cc(F)c2)CC1 | 4.2% | -1.4% | x | -5.7%[9.22 µM] | -1.3% | -0.1% | -1.3%
Cc1ccnc(SCCn2c(N3CCC(C)CC3)nc3c2c(=O)[nH]c(=O)n3C)n1 | -0.5%[46.1 µM] | 3.0% | -0.1% | 11.6% | -1.2% | 3.1%[38.3 µM] | -2.5%
Fc1ccc(C2CC(c3ccccc3)Nc3ncnn32)cc1 (configuration not stated) | -7.9%[46.1 µM] | -0.4% | 4.3% | 15.8% | -1.2% | -5.9%[38.3 µM] | -0.9%

An excerpt from above, limited to NPSR antag and CBFb RUNX1 block:
mol	NPSR antag	CBFb RUNX1 block
CCOc1ccc(OCC)c(NC(=O)CCS(=O)(=O)c2ccc(Br)s2)c1	-21.4%[46.1 µM]	-9.6%
Cc1cccc(OCc2nc(-c3ccccn3)n[nH]2)c1	-6.0%[46.1 µM]	-1.9%
Cc1cc(C)n2cc(CSc3nnnn3-c3ccccc3C)nc2n1	-3.3%[7.67 µM]	3.4%
Cn1c(SCc2cccc3ccccc23)nnc1-c1ccco1	-23.2%[46.1 µM]	5.6%

Carrying on:
SMILES | NPSR antag | CBFb RUNX1 block | LMNA splice mod | HTT aggregate | Epigenetic derep | IMPase Li cell | Luc counter
O=C1C2C3C=CC(CC3)C2C(=O)N1/N=C/c1c[nH]c2ccccc12 (configuration not stated) | 5.7% | 5.2% | x | -1.2% | -0.1% | 1.7% | -2.0%
CC(NC(=O)COC(=O)c1ccc2ccccc2n1)C1CC2CCC1C2 (configuration not stated) | -9.5% | 8.0% | 9.2%[46 µM] | 11.0% | 1.1% | -4.6% | 0.0%
O=C(Nc1cnn(Cc2ccc(Cl)c(Cl)c2)c1)c1nc2ncccn2n1 | -4.5%[46.1 µM] | 6.0% | u | 12.6% | 1.9% | -2.4%[38.3 µM] | -1.2%
CCCCN(C(C)=O)C1CC(=O)N(c2ccc(OCCC)cc2)C1=O (configuration not stated) | 8.7% | -4.8% | x | 1.4%[9.22 µM] | -1.0% | x | x
Cn1c(-c2ccc(F)cc2)cnc1NCc1ccccc1 | -8.5%[46.1 µM] | 1.6% | -17.7% | -5.0% | 1.8% | 19.7% | -1.0%
CC1Cn2c(nc3sc4c(c3c2=O)CCC4)N1CCO (configuration not stated) | -7.2%[46.1 µM] | 2.2% | 0.7% | -4.4%[9.22 µM] | u | 7.0%[38.3 µM] | -2.8%
COc1ccc2[nH]c3c(c2c1)CCn1c-3nc2sc(C(=O)Nc3ccccc3)c(C)c2c1=O | 8.1% | 9.9% | -13.2% | -13.0% | -0.1% | -7.8% | 0.6%
COC(=O)C1Sc2[nH]c(=O)sc2C2c3ccccc3OC(=O)C12 (configuration not stated) | -17.5%[46.1 µM] | -6.7% | -15.4% | 3.2% | -1.1% | -1.5%[38.3 µM] | 2.9%
COC(=O)C1=C(C)N(Cc2ccccc2)C(=O)N[C@H]1c1cccc(F)c1 | x | -2.6%[13.1 µM] | u | x | x | 7.8% | -5.7%[7.66 µM]
COc1ccc(/C=C/C(=O)O)cc1S(=O)(=O)NCc1ccco1 | 26.4% | -3.9% | x | 6.0%[9.22 µM] | 0.5% | x | x
CC(C)CNS(=O)(=O)c1ccc(CCC(=O)Nc2cc(Cl)ccc2Oc2ccccc2)cc1 | -10.9%[46.1 µM] | 4.2% | u | 9.1% | -0.7% | 32.0%[38.3 µM] | -2.4%
COc1ccc(N2C(=O)C3CCCN3C2c2cccc(C)c2)cc1 (configuration not stated) | -11.9%[46.1 µM] | -0.1% | -1.8% | 11.1% | -0.2% | 1.0%[38.3 µM] | 1.7%

Next part
SMILES | NPSR antag | CBFb RUNX1 block | LMNA splice mod | HTT aggregate | Epigenetic derep | IMPase Li cell | Luc counter
CCOC(=O)N1CCN(S(=O)(=O)c2ccc(F)c(C(=O)Nc3cc(C)cc(C)c3)c2)CC1 | -22.7%[46.1 µM] | 9.9% | -10.5% | -7.3% | 0.0% | 22.9%[38.3 µM] | -4.7%
Cc1cccc(Nc2nc(N)nc(CCl)n2)c1C | -37.4% | -0.9% | x | u | 1.0% | x | x
CCOC(=O)c1sc(NS(=O)(=O)c2ccc(F)cc2)nc1C | 12.3% | 0.4% | u | -15.4%[9.22 µM] | 0.0% | 3.2% | 2.6%
COc1cccc(OC)c1C(=O)Nc1cccc(-c2ccc3nncn3n2)c1 | 10.0% | -8.9% | x | 1.2% | -0.1% | -9.4% | 1.2%
COc1cccc(NC(=O)CSc2nc3c(sc4ccccc43)c(=O)n2CCN(C)C)c1 | -26.2% | -2.1% | u | 12.5% | -2.1% | 14.3% | 1.1%
Cc1cc(C)c2cc(CN(Cc3nnnn3C3CCCCC3)CC3CCCO3)c(=O)[nH]c2c1 (configuration not stated) | -29.5%[46.1 µM] | -1.8% | 4.1% | -4.0% | 0.0% | 12.0%[38.3 µM] | 0.9%
O=C1Nc2ccccc2/C1=C/C(=O)c1cccs1 | -24.7%[46.1 µM] | 2.1% | -2.4% | u | -0.8% | 47.0%[activator][38.3 µM] | 12.7%
CC(=O)/C(=N\Nc1ccccc1Cl)Sc1cccc2cccnc12 | -56.2% | 2.9% | -4.8% | -7.0% | 0.0% | 13.9% | -1.5%
O=C(O)c1cccc(NS(=O)(=O)c2cccc3nsnc23)c1 | -2.1%[46.1 µM] | 3.5% | 5.2% | -6.4% | 0.0% | 20.6%[38.3 µM] | -3.7%
O=C(CN1C(=O)c2cccc3cccc1c23)NCc1cccnc1 | -9.6%[46.1 µM] | -1.0% | 5.4% | -17.2%[9.22 µM] | -1.5% | -26.5%[38.3 µM] | 1.0%
Cc1nn(Cc2ccccc2Cl)c2sc(C(=O)NCc3ccc4c(c3)OCO4)cc12 | u | 2.1% | 26.3% | -4.2% | -1.7% | 12.4%[38.3 µM] | 0.9%
O=C(CSc1nnc(-c2ccccc2Br)o1)N1CCc2ccccc2C1 | -16.2%[46.1 µM] | 3.3% | -8.5% | 11.6%[9.22 µM] | 0.7% | 6.3%[38.3 µM] | 1.3%

A few values from the results shown:
`O=C1Nc2ccccc2/C1=C/C(=O)c1cccs1` @ CBFb RUNX1 block = 2.1%
`CCOC(=O)N1CCN(S(=O)(=O)c2ccc(F)c(C(=O)Nc3cc(C)cc(C)c3)c2)CC1` @ CBFb RUNX1 block = 9.9%

The listing continues.
Compound | NPSR antag | CBFb RUNX1 block | LMNA splice mod | HTT aggregate | Epigenetic derep | IMPase Li cell | Luc counter
CN(C(=O)CSc1nc2c(c(=O)[nH]1)CCCC2)C1CCCCC1 | -0.9%[46.1 µM] | -0.3% | 22.8% | -7.4% | -1.1% | 7.2%[38.3 µM] | -0.6%
COc1cc(NC(=S)N2CCCCC2C)cc(OC)c1OC (configuration not stated) | 12.7% | 2.4% | x | 19.5%[9.22 µM] | -0.9%[10.1 µM] | 2.4% | -3.2%
FC(F)(F)c1cc(CO[C@H]2CCCN[C@H]2c2ccccc2)cc(C(F)(F)F)c1 | u | 13.5% | u | x | -0.1%&14.7% | 16.0%&3.4% | -2.8%&-3.1%
COc1ccc2[nH]c(C)cc(=O)c2c1 | 12.0%[46.1 µM] | -3.9% | -1.9% | -8.9% | -0.8% | -3.0% | -1.4%
CN(Cc1nc2ccccc2[nH]1)Cc1nc(CC2CC2)no1 | -2.0% | 27.5% | x | -20.8% | 0.5% | 8.4% | 1.5%
CCOc1nc(-c2ccccc2)ccc1-c1noc(-c2ccco2)n1 | -5.7%[46.1 µM] | 4.6% | 5.5% | -1.7% | 7.5% | 5.4% | -3.6%
Cc1ccc(NC(=O)CCNC(=O)c2ccccc2Cl)cc1S(=O)(=O)N(C)C | 8.1% | 4.0% | -0.2% | -9.8% | -1.8% | 2.3% | 2.5%
Cc1cc(C)nc(NS(=O)(=O)c2ccc(NC(=O)CN3C(=O)C4CC=CCC4C3=O)cc2)n1 (configuration not stated) | 6.7% | 0.8% | x | -5.7% | -1.3% | 11.2% | 1.3%
CC1CN(C(=O)/C(C#N)=C2\N=C(NC(=O)c3ccc(F)cc3)c3ccccc32)CC(C)O1 (configuration not stated) | u | 6.5% | x | -11.5%[9.22 µM] | -2.5% | x | x
